# Assay outcomes deposited in PubChem by several laboratories.
# NS3 helicase inh: inhibitors of HCV NS3 helicase, primary screen, biochemical, Cy5 molecular beacon fluorescence. AID 1800, 2009. hit rate 0.56% among 290,000. Hepatitis C virus NS3 helicase. inhibition, % at 10.9 µM. NS3 helicase DNA unwinding;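 active = inhibition above the mean of all tested compounds plus 3 SD, set per campaign, cut at about 35% in these data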;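 also: 0% = DMSO wells and 100% = thioflavine S control wells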
#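 Test system: hepatitis C virus NS3 helicase domain fragment enzyme. Also added: annealed dual-labelled DNA beacon duplex, ATP-started. Timing: 60 min unwinding reaction at 25 °C after ATP addition. Technique: Cy5 fluorescence. Measure: % inhibition of unwinding.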
# IMP-1 inh: IMP-1 metallo-beta-lactamase inhibitors, primary screen, biochemical, epi-absorbance readout, Pseudomonas aeruginosa enzyme; metallo-beta-lactamase IMP-1 (Pseudomonas aeruginosa); purified IMP-1, nitrocefin hydrolysis, epi-absorbance fluorescence; inhibition, % at 5.6 µM; hit rate 0.45% among 290,000;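 active = inhibition above the mean plus 3 SD of all compounds in the same screening run, cut at about 4.5% in these data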;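 also: 0% = IMP-1 with DMSO and 100% = DMSO wells lacking enzyme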
#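 assay system = purified recombinant IMP-1 metallo-beta-lactamase enzyme | schedule = 15 min preincubation plus 25 min reaction at 25 °C | signal = Epi-absorbance fluorescence, 480 nm excitation, 530 nm emission | read-out basis = percent inhibition from optical density relative to buffer-blank wells | controls = IMP-1 with DMSO as 0%, enzyme-free DMSO as 100%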
# GalR3 antag: GalR3 antagonists in HEK293 cells, primary screen, cell-based, fluorescence readout; HEK293 GalR3-CNG cAMP membrane potential fluorescence; galR3 body fused to GalR1 C-terminus; inhibition, % at 3 µM; hit rate 0.44% among 360,000; AID 651719, 2012;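 active = inhibition above the screen-wide average plus 3 SD, cut at about 13% in these data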;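 also: forskolin and galanin both at EC90 stimulate the cells; cAMP rise reported by CNG channel membrane potential dye signal; 0% = forskolin plus galanin with DMSO and 100% = forskolin alone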
# Target sequence (O60755 1-299 limits assumed): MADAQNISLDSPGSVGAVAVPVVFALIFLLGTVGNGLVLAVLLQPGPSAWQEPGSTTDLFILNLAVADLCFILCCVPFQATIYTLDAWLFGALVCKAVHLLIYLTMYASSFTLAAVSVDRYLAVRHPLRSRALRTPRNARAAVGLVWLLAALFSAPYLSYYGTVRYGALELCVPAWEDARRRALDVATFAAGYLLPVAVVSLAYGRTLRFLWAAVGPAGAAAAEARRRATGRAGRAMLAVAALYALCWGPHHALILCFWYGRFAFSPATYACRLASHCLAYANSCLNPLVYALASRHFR
# p-CIP stab down: p/CIP-EGFP fusion destabilizers, primary screen, fluorescence, F442A cells | Q05BA5 | 16 h | decrease of EGFP signal, % at 10 µM | hit rate 0.01% among 290,000 | AID 1984, 2009;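 active = EGFP signal decrease of at least 30% at 10 µM or well 3 SD below plate mean, unless failing retest; inactive = the rest, including hits failing retest or dose response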; also: some compounds called inactive have numbers as strong as hits; many of its hits are not listed in these tables
# VIM-2 inhibitor: VIM-2 metallo-beta-lactamase inhibitors, primary screen, biochemical, epi-absorbance readout, Pseudomonas aeruginosa enzyme; inhibition, % at 5.6 µM; purified VIM-2, nitrocefin hydrolysis, epi-absorbance fluorescence; hit rate 0.89% among 290,000;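 active = inhibition above the mean of all tested compounds plus 3 SD, cutoff set per screening run, cut at about 7.5% in these data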;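 also: red hydrolysis product quenches plate fluorescence so inhibitors raise well fluorescence; 0% = enzyme with DMSO and 100% = DMSO without enzyme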
# IDE inh: human IDE inhibitors in live cells, primary screen, fluorescence polarization, HEK cells, FAbetaB substrate | FAbetaB cleavage | inhibition, % at 5.59 µM | hit rate 0.41% among 320,000 | Insulin-degrading enzyme (Homo sapiens), P14735 | AID 434962, 2010;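 active = percent inhibition above the average of all tested compounds plus 3 SD, set per screening campaign, cut at about 16% in these data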;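 also: IDE supplied by intact live HEK cells; FP after avidin binding of uncleaved biotin substrate so inhibition keeps polarization high; 0% = DMSO wells and 100% = 60 µM reference IDE inhibitor Ii1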
# UBC9 SUMO inh: inhibitors of in vitro SUMOylation cascade, primary screen, biochemical, HTRF, uHTS. SUMO-conjugating enzyme UBC9 (Homo sapiens), P63279. HTRF SUMOylation assay, SAE1/SAE2 + UBC9. inhibition, % at 35 µM. hit rate 0.36% among 290,000; in the data active = inhibition above about 50%, passing the limit was not always enough; also: strong numbers were not always called active
# Target sequence (P63279 whole entry, looked up): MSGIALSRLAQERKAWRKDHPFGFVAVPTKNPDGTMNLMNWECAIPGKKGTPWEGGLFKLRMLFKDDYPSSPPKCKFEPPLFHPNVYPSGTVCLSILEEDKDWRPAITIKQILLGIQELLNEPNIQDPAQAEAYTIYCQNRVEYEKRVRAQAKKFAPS
# IDE act: human IDE activators in live cells, primary screen, fluorescence polarization, HEK cells, FAbeta-B substrate. FAbeta-B cleavage; 0% vehicle, 100% cell-free pure enzyme wells. activation, % at 5.96 µM. hit rate 0.073% among 340,000. AID 493087, 2011;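 active = activation above the mean of all tested compounds plus 3 SD, set per screening campaign, cut at about 17% in these data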
# CRFBP-R2 block: antagonists of CRF-BP/CRF-R2 complex, primary screen, cell-based, HEK293, calcium dye fluorescence, uHTS. CRF-induced calcium fluorescence. AID 588475, 2011. hit rate 0.59% among 350,000. inhibition, % at 11.8 µM;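 active = inhibition of the ligand-induced calcium signal above about 50% at the single tested concentration, limit read from the data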
# An asterisk follows results filed as active; nt = not tested or not shown.
SMILES,NS3 helicase inh,IMP-1 inh,GalR3 antag,p-CIP stab down,VIM-2 inhibitor,IDE inh,UBC9 SUMO inh,IDE act,CRFBP-R2 block
CCCN1C(=O)/C(=C2\SC(=S)N(c3c(C)n(C)n(-c4ccccc4)c3=O)C2=O)c2ccccc21,6,0.6,nt,14,-0.1,-6,-5,nt,11
CCOC(=O)c1c(C)n(C)c2ccc(OC)c(NC(=O)CN3CCCCC3)c12,11,-6.4,1,-2,-2.2,4,6,2,-9
Cn1c(SCC(=O)Nc2nccs2)nnc1-c1ccncc1,6,-5.2,4,-3,-4.5,1,-8,2,18
CCOC(=O)c1c(NC(=O)COC(=O)c2ccc(NC(=O)CC#N)cc2)sc(C(=O)NC)c1C,nt,nt,-7,nt,nt,-2,nt,-2,5
CCCCC(=O)Nc1nnc(CCOC)s1,-28,-2.0,-7,-6,-1.0,1,12,5,8
O=C(NCc1ccc2c(c1)OCO2)C1Cc2ccccc2CN1C(=O)c1ccco1 (centres undefined),2,-2.0,-4,-5,-2.1,2,13,1,12
CCN(CC)c1ccc2c(C)c(Cl)c(=O)oc2c1,-9,0.3,-3,-2,7.0,3,15,8,-1
O=C(CN1CCOCC1)OCCCC1CCCCC1,1,-0.8,-3,6,-3.4,1,-7,5,3
CCCCNc1c(N)n(CCC)c(=O)[nH]c1=O,-8,-2.4,-3,-4,-2.9,2,10,5,10
CCOC(=O)C1C(c2ccc3c(c2)OCO3)NC(=O)NC1(O)C(F)(F)F (centres undefined),22,-2.5,0,4,2.4,8,-2,1,6
CCn1nc2cc(C(=O)NCCc3cccs3)ccc2c1OC,2,-2.4,2,-15,-2.8,-3,27,1,-4
O=C(c1ccc(Cl)cc1)n1c(NCc2ccccc2)n[nH]c1=S,-8,-0.4,3,-9,-3.9,1,24,4,-25
CN(CC(=O)Nc1ccc(S(=O)(=O)N2CCCC2)cc1)Cc1ccc(Cl)cc1,-16,-1.5,-3,-3,-1.2,3,-7,0,0
CC1Cc2nc(SCC(=O)NCc3ccco3)n(Cc3ccccc3)c(=O)c2S1 (centres undefined),7,-1.8,nt,-2,-4.3,2,-10,10,24
O=C1c2cccc3c([N+](=O)[O-])ccc(c23)C(=O)N1c1ccccn1,5,-0.1,-6,-203,4.1,2,23,-8,60*
CN(Cc1ccc(Cl)cc1Cl)C(=O)c1cc(=O)c2ccccc2o1,0,-3.0,-8,-7,-0.5,3,-2,-4,-33
O=S1(=O)NC(=NC2CCCCCC2)c2ccccc21,1,-0.1,-7,5,-1.3,2,-10,3,-8
COc1ccc(C2=NN(S(C)(=O)=O)C(c3cccs3)C2)cc1OC (centres undefined),-1,-1.4,-1,-14,-2.8,-2,14,4,15
CN(C)CCN(Cc1ccccc1)c1ccnc(N(C)C)c1C#N,4,-4.8,0,-5,-1.6,-3,4,1,-18
CSc1sc(C(=O)NCC2CC2)cc1S(=O)(=O)C(C)C,-7,-1.6,-1,10,-2.3,2,0,3,-12
Cc1ccc(/C=C/C(=O)N2CCc3ccccc3C2)cc1,-11,-1.4,-5,-7,-3.2,-1,-5,3,22
CCOC(=O)c1ccc(Oc2nc(OC)cc(OC)n2)cc1,16,-3.4,-3,-5,-5.3,1,0,4,-4
C/C(=N\NC(=O)COc1cc(C)cc(C)c1)c1cccc(NC(=O)C2CCC2)c1,-7,-1.6,-2,-13,-2.9,-3,6,3,10
Cc1ccc(-c2nc3[nH]c(=O)cc(NC(=O)C(C)C)n3n2)cc1,0,-1.8,-4,8,-1.6,3,22,3,5
CN(C(=O)CSc1nnnn1-c1ccc(Cl)cc1)C1CCS(=O)(=O)C1 (centres undefined),nt,nt,3,nt,nt,-1,nt,-1,-2
COc1ccc(NC(=O)Nc2ccc3nccnc3c2)cc1,-6,-3.0,-5,-3,-4.1,7,1,-1,6
COc1ccc(-n2ccn(CC(=O)Nc3ccc(OC)cc3OC)c(=O)c2=O)cc1,7,-2.7,3,2,-0.7,-2,10,0,-1
Cc1cccc(C(=O)Nc2cccc(-c3cnc4ccccc4n3)c2)c1,12,-2.5,-7,-2,-3.4,-1,14,-2,-13
O=C(OCN1C(=O)c2ccccc2C1=O)C1CCCCC1,-3,-1.0,6,0,-2.9,1,-2,6,32
O=C(c1ccco1)N(Cc1cccs1)C1CCS(=O)(=O)C1 (centres undefined),6,1.1,-1,-3,-1.3,-5,3,5,-5
COc1ccc(NC(=O)CCCC2=NS(=O)(=O)c3ccccc3N2)cc1,3,-3.2,5,-12,-2.8,1,-6,7,8
C#CC(CC)(CC)NC(=S)Nc1ccc(S(N)(=O)=O)cc1,-1,-1.4,-2,-6,-3.3,4,-17,-2,0
c1ccc2c(c1)OCCOCCOCCO2,-3,-2.6,-8,-1,-2.5,-7,15,2,5
COc1ccc(S(=O)(=O)N(C)C[C@H]2Oc3ccc(NC(=O)NC(C)C)cc3C(=O)N([C@H](C)CO)C[C@@H]2C)cc1,nt,nt,-3,nt,nt,3,nt,5,-1
CCOc1cc(S(=O)(=O)NC2CCCC2)ccc1Cl,-3,-2.1,-3,0,-3.3,0,-15,-3,-10
COc1cc(NC(=O)CSc2nnc3n2C(C)(C)Cc2ccccc2-3)cc(OC)c1,-3,-2.0,-7,-6,-3.9,4,-25,7,15
O=C(COC(=O)c1ccc(F)cc1F)NCc1ccc2c(c1)OCO2,nt,nt,2,nt,nt,10,nt,0,-14
O=C(Nc1cc(S(=O)(=O)Nc2ccc(Cl)cc2)ccc1N1CCCCC1)c1ccc(F)cc1,-1,-0.8,-5,-6,1.2,1,-4,-1,22
Cc1cc2nc(/C=C/c3nc4cc(C)c(C)cc4[nH]3)[nH]c2cc1C,-32,1.5,-8,3,-1.9,-1,30,-1,12
CCOC(=O)C1=C(C)NC(=O)NC1c1ccc([N+](=O)[O-])o1 (centres undefined),-7,-2.0,1,2,-1.6,-8,14,3,-1
CC(=O)c1ccc(NC(=O)CCSCCC(=O)Nc2ccc(C(C)=O)cc2)cc1,1,-2.9,-1,-3,-1.9,-4,27,3,38
CC1CCCC(NC(=O)c2cccc(S(=O)(=O)N3CCN(c4ccccc4)CC3)c2)C1C (centres undefined),nt,nt,-1,nt,nt,5,nt,0,2
CCOC(=O)c1cnn(-c2ccccc2)c1-n1cccc1C(=O)C(=O)Nc1ccc(OC)cc1,-7,-2.3,-1,-2,-3.7,-2,11,4,-4
Cn1/c(=N/NC(=O)c2ccccc2Br)sc2ccccc21,3,-2.5,1,-2,-2.1,5,-1,-7,-10
Cc1cnc(CN(C)C(=O)C2CCC(=O)N(CCc3cccc(F)c3)C2)[nH]1 (centres undefined),8,-1.3,-1,6,-0.6,2,5,1,-3
CCCCCn1nc(C(=O)N(CCOC)c2c(N)n(CCCC)c(=O)[nH]c2=O)c2ccccc2c1=O,nt,nt,-5,nt,nt,-1,nt,6,10
Cc1cccc(CCNC(=O)CC2C(=O)NCCN2CC2CCCCC2)n1 (centres undefined),2,-1.2,-7,13,-2.1,2,10,-1,11
COc1ccc(-c2oc3ccccc3c2C(=O)OCc2ccc([N+](=O)[O-])cc2)cc1,-7,0.8,-1,-7,0.5,1,18,-5,-4
Cc1cc(Br)ccc1NC(=O)CN(C)C(=O)c1ccc(-n2cncn2)c([N+](=O)[O-])c1,nt,nt,-7,nt,nt,-1,nt,0,-9
CC(C)N1C(=O)C2ON(c3ccccc3)C(c3cccs3)C2C1=O (centres undefined),23,-4.4,-4,-24,-2.1,3,-10,2,-9

# Printed as active in CRFBP-R2 block (from the list above):
SMILES,NS3 helicase inh,IMP-1 inh,GalR3 antag,p-CIP stab down,VIM-2 inhibitor,IDE inh,UBC9 SUMO inh,IDE act,CRFBP-R2 block
O=C1c2cccc3c([N+](=O)[O-])ccc(c23)C(=O)N1c1ccccn1,5,-0.1,-6,-203,4.1,2,23,-8,60*

# Individual results from above:
# Reading of `CC(C)N1C(=O)C2ON(c3ccccc3)C(c3cccs3)C2C1=O` (centres undefined) in p-CIP stab down: -24
# Reading of `CCCCCn1nc(C(=O)N(CCOC)c2c(N)n(CCCC)c(=O)[nH]c2=O)c2ccccc2c1=O` in CRFBP-R2 block: 10

# Carrying on.
SMILES,NS3 helicase inh,IMP-1 inh,GalR3 antag,p-CIP stab down,VIM-2 inhibitor,IDE inh,UBC9 SUMO inh,IDE act,CRFBP-R2 block
[O-][n+]1ccccc1/C=C/c1ccccc1,nt,nt,-3,nt,nt,-2,nt,5,-5
CCCCCC(=O)Nc1ccc(S(=O)(=O)NC2=NCCCCC2)cc1,nt,nt,-4,nt,nt,-2,nt,-5,0
CN(Cc1ccno1)Cc1cn(C)nc1-c1ccc(Oc2ccccc2)cc1,-6,-0.6,-6,6,2.1,2,13,-3,12
CC1(C)CC(=O)C=C(NCc2ccc(C(=O)O)cc2)C1,2,-2.9,-6,-5,-2.5,0,-4,9,-7
COc1c(C)cc(C(=O)C2CCCN(C(=O)Cn3ccc(C)n3)C2)cc1C (centres undefined),5,-1.7,4,-12,-1.1,4,-2,-2,-22
C/C(CC(=O)NCc1ccco1)=N\NC(=O)C(c1ccccc1)c1ccccc1,-1,-2.8,-3,-6,-11,1,14,2,0
COc1cc(NS(=O)(=O)c2ccc(NC(=O)CSC3=NCCS3)cc2)nc(OC)n1,18,-3.8,nt,-17,-2.2,-5,14,nt,nt
CCOc1cc2nc(-c3ccc(OC)c(OC)c3)nc(N3CC(C)OC(C)C3)c2cc1OC (centres undefined),1,-3.2,nt,-19,-2.4,2,9,nt,nt
CC(C)NC(=O)C(=O)Nc1cc2c3c(c1)C(C)C(=O)N3CCC2 (centres undefined),2,-3.9,-6,-2,-2.2,8,10,4,19
CCOC(=O)C1CCN(C(=O)CCS(=O)(=O)c2ccc3c(c2)CC(C)N3C(=O)CC)CC1 (centres undefined),0,-4.5,-4,3,-8.2,4,21,-1,-3
CCn1c(C(C)NC(=O)c2ccc(C)cc2)n[nH]c1=S (centres undefined),13,-3.4,1,7,-5.1,7,-4,6,2
Cc1nc2ccccc2n1S(=O)(=O)N(C)C,3,-1.7,0,-4,-1.0,0,17,7,5
Cc1ccccc1CN(C)C(=O)CNC(=O)c1ccc2ccccc2c1,0,-2.5,-13,-4,-2.6,5,-21,-3,-13
COC(=O)CNC(c1ccccc1)c1cc(Br)ccc1NS(=O)(=O)c1ccccc1 (centres undefined),-3,-4.3,-1,-6,-2.1,-2,-18,7,3
CCOC(=O)c1c(NC(=O)CS(=O)(=O)c2cn(CC)c3ccccc23)sc2c1CCCCC2,-1,2.1,nt,-5,-3.6,0,-5,-4,-21
O=C(Nc1nccs1)C1CC(=O)N(c2ccccc2)C1 (centres undefined),1,-3.5,-10,6,-2.2,0,2,4,-2

# Compounds as they come; 3.2% or so of the library scored in one or more.
